OXTR potentiate: human OXTR potentiators, primary screen, fluorescence, CHO-OTR cells, Fluo-8 calcium. Oxytocin receptor (Homo sapiens), P30559. Fluo-8 calcium fluorescence, potentiator mode; 0% = oxytocin EC15, 100% = EC100. activation, % at 3 µM. 0.061% of 320,000 active;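 active = activation above that plate's cutoff, the mean activation of tested compounds plus 3 SD, cut at about 6.6% in these data, passing the limit was not always enough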;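 also: 100% uses oxytocin at 75 nM as the full agonist control; some results filed as inactive read as strong as hits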
Target sequence (P30559 whole entry, looked up): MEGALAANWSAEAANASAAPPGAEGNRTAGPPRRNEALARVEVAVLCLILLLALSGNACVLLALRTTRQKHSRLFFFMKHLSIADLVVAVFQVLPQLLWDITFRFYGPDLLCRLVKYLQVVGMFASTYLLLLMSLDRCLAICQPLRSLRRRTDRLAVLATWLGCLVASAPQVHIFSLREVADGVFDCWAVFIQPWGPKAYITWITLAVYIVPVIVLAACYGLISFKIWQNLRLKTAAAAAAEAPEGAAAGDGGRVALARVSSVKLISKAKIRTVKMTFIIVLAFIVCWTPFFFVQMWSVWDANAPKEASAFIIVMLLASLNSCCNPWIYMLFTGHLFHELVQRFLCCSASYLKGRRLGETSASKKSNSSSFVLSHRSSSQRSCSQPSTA
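Measured by – Fluo-8 calcium dye fluorescence · Test system – human OTR in CHO cells · Dosing – one concentration, 3.0 µM compound · Controls – EC15 oxytocin alone as 0%, 75 nM oxytocin as 100% · Evaluation – normalized max/min fluorescence ratio, % activation · Timing – 6 min pre-incubation, 100 s read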
TAAR1 antagonist: human TAAR1 antagonists, primary screen, Fluo-8 calcium fluorescence, CHO RD-HGA16 cells; Trace amine-associated receptor 1 (Homo sapiens), Q96RJ0; antagonist; inhibition, % at 3 µM; 1.5% of 360,000 active; AID 624466, 2012;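 active = inhibition above a per-plate cutoff, the mean inhibition of test compounds on that plate plus 3 SD, cut at about 49% in these data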;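 also: 0% = DMSO plus EC80 beta-PEA response and 100% = DMSO alone without agonist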
Target sequence (Q96RJ0 whole entry, looked up): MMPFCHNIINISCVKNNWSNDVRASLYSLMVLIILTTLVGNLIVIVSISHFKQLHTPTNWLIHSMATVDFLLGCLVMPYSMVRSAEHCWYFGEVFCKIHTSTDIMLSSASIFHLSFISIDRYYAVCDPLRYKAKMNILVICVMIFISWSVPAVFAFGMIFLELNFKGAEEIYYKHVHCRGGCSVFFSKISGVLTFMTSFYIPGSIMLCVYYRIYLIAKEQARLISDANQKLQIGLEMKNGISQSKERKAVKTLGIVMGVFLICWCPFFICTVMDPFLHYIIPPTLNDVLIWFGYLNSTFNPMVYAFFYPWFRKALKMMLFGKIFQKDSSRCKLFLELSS
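Test system – hTAAR1-expressing CHO RD-HGA16 cells, Gα16-coupled · Reagent – β-PEA at EC80 concentration, post-compound challenge · Compound dosing – 3 µM, single point · Timing – 140 s kinetic read after compound, 140 s after agonist · Detection – Fluo-8 intracellular calcium dye fluorescence, real-time kinetic reads · Control set – DMSO and EC80 PEA controls · Repeats – n of 1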
GPR7 antag: GPR7 receptor antagonists, primary screen, cell-based, fluorescence, single concentration; Neuropeptides B/W receptor type 1 (Homo sapiens), P48145; AID 1861, 2009; 1.1% of 290,000 active; GPR7-expressing cells, fluorescence antagonist assay; inhibition, % at 4.4 µM; in the data active = inhibition above about 16%, passing the limit was not always enough;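 also: cells stimulated with the agonist NPW; 0% = agonist with vehicle and 100% = vehicle without agonist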
Target sequence (P48145 whole entry, looked up): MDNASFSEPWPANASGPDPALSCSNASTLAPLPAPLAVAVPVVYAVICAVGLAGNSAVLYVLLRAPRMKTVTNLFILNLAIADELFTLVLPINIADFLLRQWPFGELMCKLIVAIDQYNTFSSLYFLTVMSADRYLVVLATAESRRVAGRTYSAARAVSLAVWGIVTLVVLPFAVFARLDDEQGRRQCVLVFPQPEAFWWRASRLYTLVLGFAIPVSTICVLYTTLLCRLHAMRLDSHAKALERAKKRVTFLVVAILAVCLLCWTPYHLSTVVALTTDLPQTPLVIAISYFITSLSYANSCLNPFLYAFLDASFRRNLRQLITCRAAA
M1 ag parental: counter-screen for M1 agonists: effect in parental CHO-K1 cells; Fluo-8 calcium fluorescence; scaled to maximal ATP response, vehicle zero; activation, % at 3 µM; 0.48% of 360,000 active; in the data active = activation above about 15%;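 also: untransfected CHO-K1 host cells lacking M1 receptor as counterscreen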
CHO parental Ca: ATP-evoked calcium signal inhibitors, parental CHO, primary screen, counter-screen for OX1R antagonist project, cell-based, fluorescence, Fluo-8 calcium dye. parental CHO-K1, ATP-induced calcium, Fluo-8 fluorescence. inhibition, % at 5.6 µM. 0.63% of 330,000 active. AID 463079, 2010;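 active = inhibition above that plate's mean sample inhibition plus 3 SD, cut at about 26% in these data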;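 also: 0% = ATP-challenged DMSO wells and 100% = DMSO wells without ATP; some compounds past the cut are filed as inactive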
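Material: parental CHO cells / Compound: single nominal dose of 5.6 µM per compound / Signal: Fluo-8 fluorescence / Replicates: singlicate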
M1 PAM parental: nonselective calcium activators in parental CHO-K1 cells, primary screen, counter-screen for M1 PAM project, cell-based, Fluo-8 calcium fluorescence, full deck, 1536-well; 0.02% of 360,000 active; AID 602247, 2012; activation, % at 3 µM; ATP EC20; 0% at ATP EC20, 100% at ATP max;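 active = activation above the run cutoff, the mean activation of all test compounds plus 3 SD, cut at about 40% in these data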;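 also: peak over basal fluorescence ratio in a 140 s read after ATP addition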
OXTR agonist: human OXTR agonists, primary screen, fluorescence, CHO-OTR cells, Fluo-8 calcium; Oxytocin receptor (Homo sapiens), P30559; Fluo-8 calcium fluorescence; normalized: DMSO 0%, oxytocin 100%; activation, % at 3 µM; 0.32% of 320,000 active; AID 2435, 2010;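 active = activation above the mean of all tested compounds plus 3 SD, cutoff set per screening run, cut at about 20% in these data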;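 also: peak over basal fluorescence ratio from a 100 s FLIPR kinetic read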
CHO-K1 Ca antag: M1 antagonist counterscreen hit in parental CHO-K1 cells; inhibition, % at 3 µM; AID 602250; ATP-induced calcium, Fluo-8 fluorescence; 0.6% of 360,000 active;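 active = inhibition above a per-plate cutoff, the plate's mean sample inhibition plus 3 SD, cut at about 24% in these data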;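 also: 0% = DMSO plus EC80 ATP and 100% = DMSO alone without ATP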
V1aR counter: agonists of human V1a receptor, primary screen, counter-screen for OXTR agonist project, fluorescence, CHO-V1R cells; Vasopressin V1a receptor (Homo sapiens), P37288; Fluo-8 calcium fluorescence, agonist mode; 0% DMSO, 100% 3 nM vasopressin; activation, % at 3 µM; 0.25% of 320,000 active;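 active = activation above the mean activation of all tested compounds plus 3 SD, per screening run, cut at about 20% in these data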;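 also: signal is peak over basal fluorescence ratio across a 100 second FLIPR read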
* marks the source's active call; other numbers are inactive results; . = no result given.

SMILES	OXTR potentiate	TAAR1 antagonist	GPR7 antag	M1 ag parental	CHO parental Ca	M1 PAM parental	OXTR agonist	CHO-K1 Ca antag	V1aR counter
Cc1ccc(N(CC(=O)Nc2c(C)n(C)n(-c3ccccc3)c2=O)S(C)(=O)=O)cc1C	-10.0	-16.4	-0.3	0.4	-6.7	10.4	0.3	-7.2	0.9
COc1ccccc1/C=C(/C(=O)NCCCn1ccnc1)c1ccccc1	-0.3	4.5	-7.6	-0.8	-19.1	14.8	-0.8	-12.9	-1.7
Oc1ccc(/C=N/Nc2ccc(C(F)(F)F)cn2)cc1	-17.6	-36.5	-7.6	2.0	3.4	3.7	4.5	-2.9	0.5
Cc1cc(Br)cc2c(C(=O)NCC3CCCO3)cc(-c3ccccc3)nc12 (stereo unspecified)	2.1	-12.3	-17.8	0.8	-16.7	16.1	0.0	-0.9	0.9
COC(=O)c1ccccc1NC(=O)Oc1ccc(C(C)C)cc1	-5.5	.	-15.6	1.9	-14.2	25.4	0.3	-13.9	0.5
Cc1ccccc1NC(=O)c1nc2nccc(C)n2n1	-8.1	.	-7.3	0.1	3.0	-24.4	-0.5	-15.2	0.1
CN(c1ccccc1)S(=O)(=O)c1cccc(C(=O)N2CCN(c3ccccn3)CC2)c1	-16.3	39.6	6.0	2.7	-7.5	11.7	2.6	-3.1	3.7
Cc1ccc(Cl)cc1-c1cc(C(=O)NCc2cc(C(F)(F)F)cc(C(F)(F)F)c2)[nH]n1	.	20.4	.	1.2	.	11.4	.	-3.2	.
O=C1c2ccsc2SCCN1Cc1ccc(Cl)cc1Cl	-11.9	-12.3	-6.5	0.6	-34.6	15.0	-1.9	-8.5	-1.5
Cc1ccccc1NC(=O)CN1C(=O)NC2(CCCCC2)C1=O	-4.2	-2.2	0.1	0.2	6.7	13.6	-0.3	-7.8	-0.6
Cn1nc(C(=O)OCC(=O)NCc2ccc(Cl)cc2Cl)c2ccccc2c1=O	.	1.8	.	0.1	.	-8.1	.	-9.3	.
COc1ccc(CCNS(=O)(=O)c2ccc3c(c2)NC(=O)C(C)S3)cc1OC (stereo unspecified)	-7.5	-31.0	5.5	2.7	-17.9	-3.5	0.7	-5.8	4.0
CCCCOC(=O)c1cccc(NC(=O)CC)c1	-6.6	-17.6	0.3	0.7	-17.0	15.5	-0.1	-8.9	0.5
COc1ccc(OC)c(CNC(=O)CCSCc2ccc(F)cc2Cl)c1	-5.1	-2.1	20.4	0.7	-10.3	-8.3	-2.1	-10.6	-0.1
COC(=O)c1ccc(NC(=O)Cn2nc(C)c3ccccc3c2=O)cc1	-12.7	16.6	-4.6	0.6	-2.3	17.4	-0.6	-8.9	-0.5
CCC(=O)OCC(=O)Nc1cc([N+](=O)[O-])ccc1OC	-2.3	-26.0	-16.1	1.3	-2.6	16.0	0.9	-5.6	-0.1
CCCCC(C)Sc1nc2c([nH]1)c(=S)n(C)c(=O)n2C (stereo unspecified)	.	20.1	.	5.7	.	10.9	.	-8.1	.
Cc1cc([N+](=O)[O-])ccc1NC(=O)/C=C/c1cccs1	-7.8	-0.3	2.4	9.0	-10.0	17.9	0.2	-4.0	2.0
C/C(=N\Nc1nc(C)cc(-c2ccccc2)n1)c1ccc(O)cc1	-2.0	-3.8	-4.5	0.3	18.9	12.9	-2.0	-11.4	-1.0
COCCCNC(=O)C1CCN(c2ncccn2)CC1	3.9	0.0	-7.6	0.6	-1.4	9.1	1.5	-9.3	-0.2

Part of the list above in order of length of the SMILES, ascending:
SMILES	OXTR potentiate	TAAR1 antagonist	GPR7 antag	M1 ag parental	CHO parental Ca	M1 PAM parental	OXTR agonist	CHO-K1 Ca antag	V1aR counter
CCCCOC(=O)c1cccc(NC(=O)CC)c1	-6.6	-17.6	0.3	0.7	-17.0	15.5	-0.1	-8.9	0.5
Cc1ccccc1NC(=O)c1nc2nccc(C)n2n1	-8.1	.	-7.3	0.1	3.0	-24.4	-0.5	-15.2	0.1
Oc1ccc(/C=N/Nc2ccc(C(F)(F)F)cn2)cc1	-17.6	-36.5	-7.6	2.0	3.4	3.7	4.5	-2.9	0.5
COC(=O)c1ccccc1NC(=O)Oc1ccc(C(C)C)cc1	-5.5	.	-15.6	1.9	-14.2	25.4	0.3	-13.9	0.5
COc1ccc(OC)c(CNC(=O)CCSCc2ccc(F)cc2Cl)c1	-5.1	-2.1	20.4	0.7	-10.3	-8.3	-2.1	-10.6	-0.1
Cn1nc(C(=O)OCC(=O)NCc2ccc(Cl)cc2Cl)c2ccccc2c1=O	.	1.8	.	0.1	.	-8.1	.	-9.3	.

(list continues)
SMILES	OXTR potentiate	TAAR1 antagonist	GPR7 antag	M1 ag parental	CHO parental Ca	M1 PAM parental	OXTR agonist	CHO-K1 Ca antag	V1aR counter
O=c1[nH]c2cc3c(cc2cc1CN(Cc1cccnc1)C(=S)NCc1ccco1)OCO3	-12.0	1.9	2.6	-0.1	-29.8	-3.0	-0.1	-8.3	0.3
O=C(CSc1ccccc1Cl)N1CCOCC1	-12.4	3.5	-3.0	0.5	0.7	-13.9	-0.2	2.1	-0.5
Cc1cccc(/C=N/n2c(C)cc(C)c(C#N)c2=O)c1	-6.8	12.7	9.0	-0.4	2.4	16.6	-0.3	-7.4	0.3
CSc1cccc(N2CC(C(=O)N3CCN(S(=O)(=O)c4ccccc4Cl)CC3)CC2=O)c1 (stereo unspecified)	-4.5	25.0	.	4.2	-19.3	5.5	2.7	-16.2	3.4
CC(=O)NC(CC(=O)N1CCCC1)c1ccccc1 (stereo unspecified)	-6.8	-21.6	-14.0	0.0	-2.4	-5.0	0.8	-5.7	-0.7
Cc1cc(C(=O)NC2CCCc3c2cnn3-c2ccc(C(C)(C)C)cc2)nn1C (stereo unspecified)	-11.2	4.0	9.9	11.9	50.8*	-9.5	5.9	24.9*	11.8
N#CC1=C(N)Oc2n[nH]c(-c3cccs3)c2C1C1CCCCC1 (stereo unspecified)	-5.5	10.0	-10.9	0.1	-23.7	8.8	-1.5	-5.5	0.0
COc1ccc(CC(=O)NC(C)CCc2ccccc2)cc1OC (stereo unspecified)	-9.8	-13.5	2.5	2.6	0.2	-7.5	4.7	-3.4	13.2
COc1cccc(C(=O)NC2CCN(CC(=O)Nc3ccccc3Cl)CC2)c1	-0.2	-0.5	-3.5	1.2	-11.6	8.2	-0.4	-14.3	1.8
CC(=O)CSc1nnc(-c2ccc(S(=O)(=O)N3CCCC3)cc2)n1C	-3.2	2.6	-9.1	0.6	2.0	13.3	0.6	-8.7	0.6
O=C1Cc2ccccc2C(=O)N1OCc1ccc(Cl)cc1	1.0	-15.3	0.6	1.2	-18.8	27.6	-0.4	-11.2	0.6
COc1ccc(CCNC(=O)CSC2=NS(=O)(=O)c3ccccc3N2)cc1OC	2.5	-18.3	.	1.3	-8.6	11.7	0.7	3.9	0.6
NC(=O)N/N=C/c1cn(-c2ccccc2)nc1-c1cccnc1	-2.3	.	-7.5	.	5.8	.	-0.1	.	1.1
Cn1c(N=Nc2ccc(N3CCOCC3)cc2)[n+](C)c2ccccc21	.	-5.3	-20.6	-0.5	.	0.9	.	-3.9	.
COc1ccc(Cn2c(C)ccc2C)cc1	-12.6	8.1	1.7	-0.4	-14.6	8.9	-0.9	-8.8	0.3
CCCCCNC(=O)c1[nH]c(C(F)(F)F)nc1-c1ccccc1	.	2.9	.	4.8	.	12.0	.	-20.2	.
COc1ccc(S(=O)(=O)NC2CC3CCC2C3)cc1 (stereo unspecified)	-7.0	-0.2	-6.1	0.3	-0.9	-10.3	-1.4	8.7	0.0
Cc1[nH]c(=S)[nH]c(=O)c1Cc1c(O)ccc2ccccc12	.	-5.5	.	0.3	.	-16.2	.	-15.1	.
COc1ccc(S(=O)(=O)N2CCN(C(=O)C3CC3)CC2)cc1Br	-4.6	-11.0	.	1.6	-15.4	9.6	0.4	-15.4	2.3
CS(=O)(=O)N1N=C(c2ccco2)CC1c1ccccc1 (stereo unspecified)	-9.5	3.2	-0.4	0.7	-3.7	21.2	-0.7	-7.1	-0.1
Cc1ccc(S(=O)(=O)N2CCC(C(=O)NCCCOC(C)C)CC2)cc1	-6.0	0.2	7.9	13.2	-15.4	14.4	5.7	0.5	0.6
O[C@H]1C[C@H](c2ccccc2)N(CC2CCCCC2)C[C@@H]1n1cc(C2CC2)nn1	.	-9.1	.	0.3	.	21.2	.	-12.9	.
CCOC(=O)/C(C#N)=C/N=c1ccc(C)cn1C	-5.5	2.5	-12.1	1.1	19.4	18.5	0.3	-10.8	-0.7
O=C(OC1CCOC1=O)C1CCN(S(=O)(=O)c2ccccc2)CC1 (stereo unspecified)	1.4	0.7	.	0.4	-4.1	8.0	2.7	-9.8	0.9
CC(C)Cc1nnc(NC(=O)c2cc3c(s2)CCC3)s1	-3.8	-6.5	-8.6	1.1	-9.8	23.1	0.1	-14.1	-0.3
CC(=O)c1nnn(-c2ccc([N+](=O)[O-])cc2)c1C	-9.3	16.0	-16.4	0.1	-3.8	-0.3	0.4	-8.7	-0.1
CC1(C)CC2CC(C)(CN2S(=O)(=O)c2ccccc2[N+](=O)[O-])C1 (stereo unspecified)	-7.7	-2.2	.	-1.1	-17.8	-2.6	-1.6	-8.9	-0.7
CCN1CCN(CC(=O)Nc2cc(S(=O)(=O)N3CCCCC3)ccc2Cl)CC1	4.6	-10.3	.	-0.2	-23.9	-14.3	1.7	10.6	0.6
COC(=O)CN1C(=O)COc2ccc(S(=O)(=O)NCc3ccc(Cl)cc3)cc21	-4.6	19.9	2.0	2.1	-8.6	-11.8	1.8	-6.9	6.2
Cn1c(SCC(=O)c2cc3ccccc3o2)nnc1-c1ccccc1	-3.4	0.7	-12.2	2.1	-13.7	21.8	0.5	-7.7	0.3
CSCCC1NC(=O)N(CC(=O)Nc2ccc(N3CCCCC3)cc2)C1=O (stereo unspecified)	-2.6	-4.2	-11.8	-0.1	-8.0	-0.7	0.9	2.9	1.2
CCn1c(COc2cccc(OC)c2)nnc1SCC(=O)N1CCOCC1	1.8	8.3	0.1	-0.6	-4.8	-12.4	-0.5	-14.4	0.9
O=C(CSc1nnc(CNC(=O)c2ccccc2F)o1)c1ccc(Cl)cc1	-23.5	16.6	-5.2	5.6	-18.3	-5.1	10.0	6.6	8.0
O=C(Nc1nc(-c2nc3ccccc3s2)cs1)c1ccc(S(=O)(=O)N2CCOCC2)cc1	-15.3	69.3*	0.6	1.1	32.2*	-15.1	21.3*	10.3	16.1

Screens (PubChem)
